FBPA Giardia inh – Giardia lamblia aldolase inhibition. A8B2U2. purified Giardia FBPA. Potency, µM (titrated, usually from 59.6 µM), without a hit: top-dose activity, negative = inhibition, actives largely listed as inhibitors. 290,000 compounds, 0.71% hits; also: potency is read from the fitted curve at half-maximal effect; % is scaled to controls: 0 for no effect and ±100 for the full control effect; nearly all actives have a fitted effect of over 55% in size
Target sequence (A8B2U2 whole entry, looked up): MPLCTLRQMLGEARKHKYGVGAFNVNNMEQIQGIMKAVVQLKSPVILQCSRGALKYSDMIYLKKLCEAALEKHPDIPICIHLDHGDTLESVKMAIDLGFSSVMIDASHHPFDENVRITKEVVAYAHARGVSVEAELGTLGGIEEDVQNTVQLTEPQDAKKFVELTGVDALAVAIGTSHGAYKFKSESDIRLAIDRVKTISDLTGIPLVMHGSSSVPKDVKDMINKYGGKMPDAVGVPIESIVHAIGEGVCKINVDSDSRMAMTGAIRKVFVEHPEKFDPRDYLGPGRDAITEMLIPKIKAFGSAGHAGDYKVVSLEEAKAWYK
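Giardia FBPA (40 nM reagent) was preincubated 10 min at RT with compound (up to 57.5 uM final), then substrate plus GAPDH/TPI/NAD/arsenate coupling system with diaphorase/resazurin was added; resorufin fluorescence (525/598 nm) was read after 20 min.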
Pf growth 48h – P. falciparum growth inhibition at 48 hours (one generation) | AID 504832 | 310,000 compounds, 5.9% hits | Potency, µM (series often up to 28.7 µM), for the others: at the highest dose activity change, negative = inhibition, usual class: inhibitors | P. falciparum luciferase growth in erythrocytes, 48 h; also: potency is read from the fitted curve at half-maximal effect; % is scaled to controls: 0 for no effect and ±100 for the full control effect
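Luciferase-expressing P. falciparum in infected erythrocytes (2% hematocrit, 0.1% parasitemia final) in RPMI 1640/0.5% Albumax were exposed to compound for 48 hours at 37 C, 5% CO2; growth read as luminescence.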
Shiga inhibitor – blocks Shiga toxin action in Vero cells. Vero cells, Shiga toxin protein synthesis inhibition reporter. inhibition, % at 38.7 µM. 290,000 compounds, 9.2% hits; in the data active = inhibition mostly above about 28%, no sharp cut-off; inactive = mostly below about 43%; also: 0% is about no effect
Pf growth 96h – P. falciparum growth inhibition at 96 hour, primary screen for plastid delayed-death inhibitors. 320,000 compounds, 6.9% hits. AID 504834. P. falciparum luciferase reporter growth, 96 h. Potency, µM (highest dose often 28.7 µM), inactives show at the top dose activity change, negative = inhibition, actives largely listed as inhibitors; also: potency is read from the fitted curve at half-maximal effect; % is scaled to controls: 0 for no effect and ±100 for the full control effect
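Delayed-death screen, second-generation endpoint: infected erythrocytes, 2% hematocrit, 0.05% parasitemia final; 96 hours at 37 C, 5% CO2; luciferase detection reagent; luminescence decrease equals reduced growth.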
Sm TGR block – inhibitors of Schistosoma mansoni thioredoxin glutathione reductase. purified TGR, DTNB reduction, TNB absorbance 405 nm. Potency, µM (doses to about 114 µM), for inactives: at the top dose activity change, negative = inhibition, usual class: inhibitors. 360,000 compounds, 3% hits. AID 485364; also: potency is read from the fitted curve at half-maximal effect; % is scaled to controls: 0 for no effect and ±100 for the full control effect; nearly all actives have a fitted effect of over 60% in size
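TGR 20 nM + NADPH 100 uM (dispensed conc.), cpd preinc 15 min RT; start with NADPH (500 uM addition) then DTNB (15 mM addition). Kinetic TNB absorbance, 405 nm filter. Four-parameter Hill fit across titration.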
Cycloheximide cs – counter-screen for Shiga toxin inhibitors: cycloheximide protein synthesis inhibition; cell reporter, cycloheximide protein synthesis inhibition counterscreen; max response, %; 300,000 compounds, 12% hits; AID 2314; in the data active = max response mostly above about 13%, no sharp cut-off; inactive = mostly below about 14%; also: read at 38.3 µM for the half of the compounds with a filed dose; 0% is about no effect
Numbers without * were called inactive; ? = inconclusive; . = no result given; & = joins results of further samples; [ ] = another dose, or the depositor's remark. Unless noted, calls follow the shape of the dose curve; as a rule, active = well fitted curve in the direction sought with a large enough effect; inconclusive = small, poorly fitted or top-dose-only effect, or another doubt; inactive = no such curve, though single readings can be large; an effect the other way counts as inactive or inconclusive. No enrichment for hits; about 24% have a hit in one of these screens.

SMILES | FBPA Giardia inh | Pf growth 48h | Shiga inhibitor | Pf growth 96h | Sm TGR block | Cycloheximide cs
COC(=O)c1ccccc1C(=O)N1CCC(CCC(=O)NC2CC2)CC1 | . | -17% | -4 | ? | -9% | -2
O=C(Cn1c(NCCO)nc2ccccc21)c1ccc([N+](=O)[O-])cc1 | -3% | ? | 18 | 16% | 5% | -4
CC1CCCCC12NC(=O)N(CC(=O)c1ccc3c(c1)OCO3)C2=O (stereo not drawn) | . | 6% | . | ? | -14% | .
CC(NC(=O)c1ccccc1Br)c1ccc2c(c1)CCCC2 (stereo not drawn) | 3% | 21% | -15 | 9% | -25% | -4
CCOc1cc(S(=O)(=O)N(CC)CC)ccc1Cl | 7% | -19%[5.75 µM] | 11 | 60%[activator] | 2% | 1
COC(CNC(=O)C(=O)NCC1CCCN1S(=O)(=O)c1cccs1)OC (stereo not drawn) | . | -20% | . | 2% | -7% | .
Cc1cc(C)nc(N2CCCC(C(=O)NCCc3cccc(F)c3)C2)n1 (stereo not drawn) | 4% | -6% | 12 | ? | 9% | -1
CC1(C)Cc2c(cnn2-c2ccc(F)cc2)C(NC(=O)Cn2cncn2)C1 (stereo not drawn) | 7% | 20% | -8 | 1% | 1% | 0
c1cncc(-c2noc(-c3cccc4ccccc34)n2)c1 | -2% | 80%[activator] | 89* | . | -2% | 45*
COc1ccc(C2OC(=O)C(C)(C)C(=O)C2(C)C)cc1OC (stereo not drawn) | 1% | 5% | -6 | 10% | 13% | 1
O=C1NC(=O)N(c2ccccc2)C1=O | ? | 36%[activator] | 15 | 41%[activator] | -8% | -4
C/C(CCc1ccccc1)=N/NC(=O)C(=O)NC(C)c1ccccc1 (stereo not drawn) | -1% | -6% | 16 | ? | 6% | 8
Cc1cc(NC(=O)CSc2nnc(-c3ccc([N+](=O)[O-])cc3)o2)no1 | 14% | ? | 6 | 22% | 1% | -2
Nc1nc2ccccc2n1C(=O)c1ccc(F)cc1 | -13% | 22% | 49 | 0% | 0% | 16*
O=C(Nn1c(-c2ccncc2)nc2ccccc2c1=O)c1ccccc1Br | 8% | ? | -6 | 32% | 51%[activator] | -1
Cc1ccc(NCc2nnc(SCC(=O)Nc3ccccc3)n2CC2CCCO2)c(C)c1 (stereo not drawn) | 0% | -1% | 48 | . | -10% | 33*
CC(=O)c1ccc(NC(=O)C(C)OC(=O)c2ccc(NS(=O)(=O)c3ccc(F)c(F)c3)cc2)cc1 (stereo not drawn) | 16% | -14% | -6 | ? | 0% | 10
COC(=O)CCc1sc(Nc2ccc(Br)cc2)nc1-c1ccc(OC)cc1 | -8% | 9% | -6 | ? | 3% | 11
CCOC(=O)C1CCCN(CC(=O)c2c[nH]c3ccc(C)cc23)C1 (stereo not drawn) | -9% | ? | 5 | ? | ? | -1
COc1ccc(C(=O)NCCc2nnc(SCC(=O)Nc3ccccc3C(C)C)n2C)cc1 | 4% | . | -12 | ? | -22% | 6
CCN(CC)CCN(C(=O)c1ccc2ccccc2c1)c1nc2ccc(OC)cc2s1 | ? | -8% | 34 | 24% | 4% | -2
O=C(CN1C(=O)NC2(CCOc3ccccc32)C1=O)Nc1ccc(Br)cc1F (stereo not drawn) | . | -16% | . | -29% | -2% | .
Cc1cn(C2OC[C@@H](O)[C@@H]2CO)c(=O)[nH]c1=O (stereo partly drawn) | 2%&3% | 2% | -13 | 3% | 0% | -2
CCOCCCNS(=O)(=O)c1ccc2c(c1)CCN2C(C)=O | 10% | 20% | 9 | -74% | 10% | -3
O=C(COc1ccccc1[N+](=O)[O-])N(Cc1ccco1)C1CCS(=O)(=O)C1 (stereo not drawn) | . | 12% | 15 | 1% | -31% | -2
Cc1ccc(NC(=O)CCS(=O)(=O)c2ccccc2)cc1S(=O)(=O)N1CCOCC1 | 3% | -20% | 10 | ? | -21% | -2
CCOCCCNC(=O)CN1C(=O)COc2ccc(S(=O)(=O)N3CCC(C)CC3)cc21 | . | 15% | -5 | 58%[activator] | 1% | -8
COc1ccc(C)cc1S(=O)(=O)N1CCN(C(=O)c2ncoc2-c2ccc(C)cc2)CC1 | 5% | 1% | -3 | 14% | -7% | -7
Cc1ccc2oc(-c3ccco3)nc2c1 | 2% | 237%[activator] | 101* | 0% | 0% | 42*
Cc1ccnc2nc(C(=O)NCCc3ccc(F)cc3)nn12 | 10% | 17% | 37 | 15%[5.75 µM] | 1% | 8

Reprinted from the part before: two compounds, then new ones.
SMILES | FBPA Giardia inh | Pf growth 48h | Shiga inhibitor | Pf growth 96h | Sm TGR block | Cycloheximide cs
Cc1ccc2oc(-c3ccco3)nc2c1 | 2% | 237%[activator] | 101* | 0% | 0% | 42*
Cc1ccnc2nc(C(=O)NCCc3ccc(F)cc3)nn12 | 10% | 17% | 37 | 15%[5.75 µM] | 1% | 8
O=C1NC(=S)N(c2ccc(Cl)cc2)C(=O)/C1=C/N1CCN(C(=O)c2ccco2)CC1 | -3% | 20% | -16 | 0% | ? | -2
Cc1ccc(S(=O)(=O)/C(C#N)=C/c2c(Oc3ccc(Cl)cc3)nc3c(C)cccn3c2=O)cc1 | 0% | -2% | -12 | ? | -5% | -4
O=C(Nc1ccc(N2CCOCC2)cc1)c1ccc([N+](=O)[O-])cc1 | -10% | 55%[activator] | 85* | -1% | 54%[activator] | 28*
CCOC(=O)C1(CC2CCCCO2)CCN(C(=O)Nc2ccccc2)CC1 (stereo not drawn) | 5% | ? | 35* | -3% | 5% | 29*
C=CCNC(=O)C(=O)NN=C1CCN(C)CC1 | -5% | . | 5 | 11% | -1% | 0
CCN(CC)c1nc(C#N)cc(-c2ccc(OC)cc2)n1 | 5% | 13µM* | -17 | 7.4µM* | 8% | -2
COC(=O)c1ccc(Nc2nnc(-c3ccc(C)c(S(=O)(=O)NCC4CCCO4)c3)c3ccccc23)cc1 (stereo not drawn) | 5% | 7.4µM* | -2 | ? | 0% | -1
CCCCCCCCC(=O)Nc1cc(C)ccc1OC | -3% | 10µM* | 4 | ? | 6% | -2
c1ccc(CSc2ccc3nnc(-c4ccccn4)n3n2)cc1 | -2% | ? | -4 | ? | 0% | -3
O=C(Nc1ccc2nc(-c3cccs3)[nH]c2c1)c1cccs1 | 12% | 53%[activator] | -6 | . | 1% | 2
COC(=O)c1ccc(N2C(=O)CC(N3CCN(C(=O)c4ccco4)CC3)C2=O)cc1 (stereo not drawn) | 8% | 21% | -3 | 27% | ? | 4
O=C(CCCn1c(=O)c2ccccc2n(CC(=O)N2CCN(c3ccccc3)CC2)c1=O)NCc1ccco1 | 3% | ? | -9 | -21% | -2% | 9
COC(=O)c1ccc(NC(=O)CN2CCN(CC#N)CC2)cc1 | 25µM* | -14% | 3 | -28% | -1% | 2
CC(C)c1cc(C(=O)O)c2ccccc2n1 | -6% | 4% | 4 | 38%[activator] | 2% | -2
O=c1[nH]c(=S)[nH]c(O)c1C(c1ccccn1)c1c(O)[nH]c(=S)[nH]c1=O | 16µM* | -20% | 9 | ? | -29% | 3

Looked up one by one from the entries so far:
SMILES | FBPA Giardia inh | Pf growth 48h | Shiga inhibitor | Pf growth 96h | Sm TGR block | Cycloheximide cs
Cc1cn(C2OC[C@@H](O)[C@@H]2CO)c(=O)[nH]c1=O (stereo partly drawn) | 2%&3% | 2% | -13 | 3% | 0% | -2
COC(=O)c1ccc(N2C(=O)CC(N3CCN(C(=O)c4ccco4)CC3)C2=O)cc1 (stereo not drawn) | 8% | 21% | -3 | 27% | ? | 4
CCOc1cc(S(=O)(=O)N(CC)CC)ccc1Cl | 7% | -19%[5.75 µM] | 11 | 60%[activator] | 2% | 1
CCCCCCCCC(=O)Nc1cc(C)ccc1OC | -3% | 10µM* | 4 | ? | 6% | -2
CC(=O)c1ccc(NC(=O)C(C)OC(=O)c2ccc(NS(=O)(=O)c3ccc(F)c(F)c3)cc2)cc1 (stereo not drawn) | 16% | -14% | -6 | ? | 0% | 10

More results:
SMILES | FBPA Giardia inh | Pf growth 48h | Shiga inhibitor | Pf growth 96h | Sm TGR block | Cycloheximide cs
Cc1ccc(S(=O)(=O)NNC(=O)C2CC=CCC2C(=O)O)cc1 (stereo not drawn) | -1% | 35%[activator] | -19 | 56%[activator] | 21% | -2
COc1cc(OC)c(OC)cc1CN1CCN(c2ccccc2OC)CC1 | -14% | -4% | -6 | 40%[activator] | -22% | -3
O=C(NC1CCSC1)c1cccc(Cl)c1 (stereo not drawn) | 1% | -12% | -5 | -8% | 23% | -1
COc1ccccc1N1CCN(C(=O)CCCC2=NS(=O)(=O)c3ccccc3N2)CC1 | 0% | -14% | -13 | 11% | -11% | -3
CS(=O)(=O)N(CC(=O)Nc1ccccc1F)C1CCCCC1 | -4% | 26% | . | 175%[activator] | 0% | -2
CCOC(=O)c1ccc(NC(=S)N(CCN(C)C)C(C)c2ccncc2)cc1 (stereo not drawn) | -4% | -16% | -11 | 9% | 0% | -3
O=[N+]([O-])c1ccc(/C=C2\CCC(C3=CCCC3)=C2N2CCOCC2)cc1 | -24% | 44%[activator] | 35 | 111%[activator] | 32µM* | 24*
CCOC(=O)c1cc2sccc2n1CCCN1C(=O)c2ccccc2C1=O | -4% | 15% | 110* | -94% | 2% | 3
O=C(N/N=C/c1ccc(Cl)cc1)c1cc2c(s1)-c1ccccc1CC2 | 2% | 0% | 4 | 16% | -3% | -2
CCn1ncc(Br)c1C(=O)Nc1nccs1 | 3% | -15% | 15 | . | 0% | -3
O=C(C1Cc2ccccc2O1)N1CCCCC1 (stereo not drawn) | 4% | 22% | 25 | -9% | 2% | 2
CCCS(=O)(=O)c1nc(S(=O)(=O)c2ccc(C)cc2)c(NCCCN(C)C)s1 | 8% | -4% | -7 | ? | 7% | 0
Cc1cc(N2CC34C=CC(O3)C(C(=O)O)C4C2=O)no1 (stereo not drawn) | -1% | -22% | -16 | -13% | -11% | -1
CCN(CC)S(=O)(=O)c1ccc2c(c1)nc(SCC(=O)N(C)C1CCS(=O)(=O)C1)n2CC (stereo not drawn) | . | -25% | . | -4% | 5% | .

Compound profiles, from the list above. Order of values: FBPA Giardia inh, Pf growth 48h, Shiga inhibitor, Pf growth 96h, Sm TGR block, Cycloheximide cs
Record of Cc1cc(N2CC34C=CC(O3)C(C(=O)O)C4C2=O)no1 (stereo not drawn) = -1%, -22%, -16, -13%, -11%, -1
Record of CCOC(=O)c1cc2sccc2n1CCCN1C(=O)c2ccccc2C1=O = -4%, 15%, 110*, -94%, 2%, 3
